Bioassay records from PubChem.
GRIN3A LBD mod – modulates the human NR3A ligand-binding domain; NR3A LBD differential scanning fluorimetry, Tm shift; 0% = protein alone, 100% = glycine-bound protein; Tm shift relative to glycine control, % at 25 µM; 340,000 tested, 2.5% active; AID 1259313;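 active = melting temperature shift of at least 10% of the positive control shift, at one fixed dose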
MPTP block – permeability transition pore inhibition | isolated mouse mitochondria, Ca2+ swelling absorbance, 30 min | inhibition, % at 10 µM | 360,000 tested, 1.4% active | AID 602449;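 active = inhibition of 50% or more, scaled per plate between neutral and stimulator controls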;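 note: 0% = DMSO wells given calcium and 100% = 1 mM EGTA wells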
Starred values were filed as active, the others as inactive.

SMILES | GRIN3A LBD mod | MPTP block
COc1ccccc1C(C(C(=O)c1ccccc1)N1CCOCC1)N1CCOCC1 (stereo unspecified) | 0 | 1.1
CN(N=C(c1ccccc1)c1ccccc1)c1ccccc1 | 4 | -1.5
Cc1c(N)cc2c(c1N)C(C)(C)CC2(C)C | 0 | 1.3
CCOC(=O)c1cocc1C(=O)O | 1 | -0.8
Oc1cc(CNCc2ccccc2)c(O)cc1CNCc1ccccc1 | 2 | 1.1
O=C(c1cnc2ccc(Cl)cc2c1Cl)N1CCOCC1 | -2 | -1.3
O=P(NCc1ccccc1)(OCc1ccccc1)OCc1ccccc1 | 0 | -1.4
COc1ccc(C=O)c(OCc2cn(CC(=O)c3ccc(O)cc3)nn2)c1 | 0 | 0.2
Cc1cccc(Nc2c(O)nc[nH]c2=O)c1 | -1 | -1.4
C=C1CSc2nc(=O)c3c(C)c(C)sc3n21 | 0 | 0.4
N#CC(=C(O)COC(=O)c1ccc2c(c1)OCCO2)c1nc2ccccc2[nH]1 | -6 | -0.5
COc1ccc(C(=O)/C(C#N)=N/Nc2cccc([N+](=O)[O-])c2)cc1 | 10* | 94*
C=C1C(=O)C2=CC1CCC(=O)C1(C)CCC(OC(C)=O)C(C)(C)C1CC2O (stereo unspecified) | 6 | 1.1
c1ccc(CNc2nc(-c3cccs3)nc3ccccc23)cc1 | 24* | 51*
CCCCC(=O)Nc1cc(OC)c(NC(=S)Nc2ccc(OC)cc2)cc1OC | 0 | 1.5
O=C(Nc1c[nH]c(=O)[nH]c1=O)c1ccc2c(c1)C(=O)N(c1cccc([N+](=O)[O-])c1)C2=O | -1 | 1.4
c1csc(-c2nn3c(C4CCCCC4)nnc3s2)c1 | -1 | 5.4
COc1ccc(C(=O)N(C)Cc2ccc(OC)c(OC)c2OC)cc1S(=O)(=O)N1CCOCC1 | 2 | 0.1
Cc1ccc(C(=O)OCC(=O)c2ccc(Br)cc2)cc1S(=O)(=O)N1CCOCC1 | 0 | -0.6
O=C(CS(=O)(=O)c1ccccc1)Nc1ccccc1Br | -3 | -0.4
CCN1C(=O)[C@H]2[C@@H](c3ccc(C)cc3)N3C(=O)N(c4cccc(Br)c4)C(=O)[C@@]3(C)[C@H]2C1=O | -3 | 0.3
CC(=O)c1cc(N2CCOCC2)ccc1[N+](=O)[O-] | 1 | 0.0
CN(c1ccccc1)c1ccc(/C=C/[N+](=O)[O-])cc1 | 16* | -0.6
Cc1nc(Nc2ccccc2C)c2cnn(C)c2n1 | 0 | -0.2
C=CCOc1ccc2c3c(c(=O)oc2c1)CCCC3 | -3 | -0.1
COc1ccc(CN(CC2CCC(C(=O)O)CC2)C(=S)Nc2cc(C)ccc2C)cc1 (stereo unspecified) | -1 | -0.9
C/C(CC(=O)Nc1ccc(Br)cc1)=N\NC(=O)Cc1csc(N)n1 | -1 | 0.4
N#CC(OC(=O)c1ccccc1)c1cccc([N+](=O)[O-])c1 (stereo unspecified) | -3 | -0.1
CC(C)C(=O)N1CCN(c2ccc(NC(=O)c3ccc([N+](=O)[O-])o3)cc2Cl)CC1 | -8 | 2.6
Cc1ccc2c(c1)S(=O)(=O)c1ccc3ccccc3c1N2 | 9 | 4.6
CCn1cc(/C=C/c2cc[n+](C)cc2)c2ccccc21 | 2 | 0.0
CC(C)C(=NO)c1ccccc1 | -1 | 0.8
CN(C)c1ccc(C=C2SC(=S)NC2=O)cc1 | 2 | 3.0
N#Cc1c(NC(=O)C2CC(Cl)=CCC2C(=O)O)sc2c1CCCCC2 (stereo unspecified) | -6 | -2.3
COc1ccccc1N1CCN(C(=O)C2CCN(S(=O)(=O)N3CCOCC3)CC2)CC1 | -1 | -1.3
O=C(CCc1ccccc1Cl)Nc1cc(S(=O)(=O)N2CCOCC2)ccc1N1CCCC1 | -2 | -0.8
O=C(CSc1ccc2nnc(-c3cccs3)n2n1)N1CCOCC1 | -1 | -1.7
O=C(CCN1CCC2CCC(C2)C1)c1ccc(F)cc1 (stereo unspecified) | -1 | 1.9
COc1ccc(CCN2CC(C(=O)OCC(=O)NCc3ccccc3Cl)CC2=O)cc1OC (stereo unspecified) | 0 | -0.8
COc1ccc2c(c1)-c1nc(/N=C/c3ccc(O)cc3)sc1CC2 | 0 | 0.6
COc1cccc(CNC[C@H]2O[C@@H](n3cnc(C(N)=O)n3)[C@H](O)[C@@H]2O)c1OCc1ccc(F)cc1Cl | 0 | 0.8
C#CCOCCOCCOCCNc1nc(N2CCOCC2)nc(N2CCN(C(=O)[C@H](CCCCN)n3cc(CCCC)nn3)CC2)n1 | -11 | -0.7
CCN(CC)CCNC(Cc1ccccc1)c1cccc(OC)c1 (stereo unspecified) | 13* | 0.6
O=C(COC(=O)/C=C/c1ccco1)NCCN1C(=O)CSC1=O | -1 | -0.6
Cc1cc(/C=C2\NC(=O)N(Cc3ccc(Cl)cc3)C2=O)c(C)n1C | 0 | 5.6
CC(C)(CNC(=O)c1cccc(S(=O)(=O)Nc2ccc(SC(F)F)cc2)c1)N1CCOCC1 | -2 | -0.5
O=C(O)CSc1cc(NS(=O)(=O)c2ccc(Br)cc2)c2ccccc2c1O | -27 | 4.6
CC(C)(C)NC(=O)c1cc([N+](=O)[O-])ccc1N1CCCCC1 | 7 | 0.3
OC(Cc1ccnc2ccccc12)C(Cl)(Cl)Cl (stereo unspecified) | 1 | 8.3
CC(=NN=C(C)c1ccc(O)cc1)c1ccc(O)cc1 | 5 | 0.9
COc1cc2c(-c3ccc(O)cc3)nc3c(c(C)nn3-c3ccccc3)c2cc1OC | 28* | 4.0
OCC(CO)c1cnnc2ccccc12 | 1 | -3.4
Oc1ccccc1C=NNc1nc2ccccc2s1 | 31* | 20
Fc1cccc(-c2nnn3c2nc(Cl)c2ccccc23)c1 | -1 | 1.1
CCN1CCN(c2ncc(C(=O)N3CCN(c4ccccc4OC)CC3)c3ccccc23)CC1 | 4 | -2.8
N#C/C(=C\c1cccnc1)C(=O)Nc1ccccc1 | -2 | 0.3
CCOC(=O)C(Cc1c[nH]c2ccc([N+](=O)[O-])cc12)(NC(C)=O)C(=O)OCC | 0 | -1.6
CCC(C(=O)NCc1ccco1)N(C(=O)CNS(=O)(=O)c1ccc(C)cc1)c1ccccc1OC (stereo unspecified) | -2 | 1.4
OC1(c2cccc(C(F)(F)F)c2)CCN(c2ncnc3c2[nH]c2ccc(F)cc23)CC1 | 9 | 50*
Cc1ccc(NS(=O)(=O)c2ccc(C)c(C(=O)Nc3ccc(S(=O)(=O)Nc4onc(C)c4C)cc3)c2)cc1 | 0 | -1.0

Entries from the list above that have a cyano group (five):
SMILES | GRIN3A LBD mod | MPTP block
N#CC(=C(O)COC(=O)c1ccc2c(c1)OCCO2)c1nc2ccccc2[nH]1 | -6 | -0.5
COc1ccc(C(=O)/C(C#N)=N/Nc2cccc([N+](=O)[O-])c2)cc1 | 10* | 94*
N#CC(OC(=O)c1ccccc1)c1cccc([N+](=O)[O-])c1 (stereo unspecified) | -3 | -0.1
N#Cc1c(NC(=O)C2CC(Cl)=CCC2C(=O)O)sc2c1CCCCC2 (stereo unspecified) | -6 | -2.3
N#C/C(=C\c1cccnc1)C(=O)Nc1ccccc1 | -2 | 0.3

(list continues)
SMILES | GRIN3A LBD mod | MPTP block
Cn1c(-c2ccccc2)cc(=O)n1-c1ccccc1 | -2 | 0.5
Cn1c(=O)c2[nH]c(C3CCC3)nc2n(C)c1=O | -4 | 0.3
CC(C)CNc1ncnc2[nH]ncc12 | 1 | -1.4
CC(C)N1C/C(=C/c2cccnc2)C(=O)/C(=C/c2cccnc2)C1 | -1 | 0.0
COc1ccc(-c2ccc3c(c2)C2CC3CCN2C(=O)C(C)(C)C)cc1 (stereo unspecified) | -2 | -0.3
Cc1ncc(COCc2ccccc2)c(CO)c1OCc1ccccc1 | 7 | -1.3
CN(C)c1ccc(Nc2c3c4c(cccc4n(C)c2=O)C(=O)c2ccccc2-3)cc1 | -6 | 7.8
O=C(Nc1cccnc1Cl)c1ccc2c(Cl)c3c(nc2c1)CCC3 | -1 | 1.7
Cc1ccc(S(=O)(=O)N2CCC[C@H]2C(=O)NC2CCCCC2)cc1 | 0 | -1.2
Cc1ccc(NC(=O)c2ccco2)nc1 | -1 | -2.5
CSCCC(NC(=O)COc1ccccc1)C(=O)N1CCN(c2cccc(C(F)(F)F)c2)CC1 (stereo unspecified) | -5 | 0.2
COc1ccc(S(=O)(=O)N(CCCN2CCCC2=O)Cc2cc3c(C)cc(C)cc3[nH]c2=O)cc1 | -2 | 4.7
O=C(Nc1ccccc1-c1nc2ccccc2[nH]1)c1ccc(S(=O)(=O)N2CCCCC2)cc1 | 7 | 50*
CN(c1ccccc1)c1ccc(/C=C(/CCC(=O)O)c2nc3ccccc3s2)cc1[N+](=O)[O-] | 0 | 11
Cc1cc(=O)n(C(C)Cc2ccccc2)n1C(C)Cc1ccccc1 (stereo unspecified) | 1 | -2.4
COC(=O)C1=C(C)NC2=C(C(=O)CC(c3cccs3)C2)C1c1ccsc1 (stereo unspecified) | -1 | 4.7
N#CC1=C(N)N(c2ccc(F)cc2)C2=C(C1c1ccc(O)cc1)S(=O)(=O)CC2 (stereo unspecified) | -2 | 4.9
O=c1[nH]c(=O)n(C(c2ccccc2)(c2ccccc2)c2ccccc2)cc1N(CCO)CCO | 0 | -0.8
O=[N+]([O-])/C(Cl)=C(/NCCO)C(Cl)=C(Cl)Cl | -3 | 0.6
CCOc1ncccc1C(=O)OCC(=O)Nc1ccc(-c2nc3ccc(C)cc3s2)cc1 | 1 | 2.9
Cc1nnc(Sc2cc(NCCCO)c([N+](=O)[O-])c3nonc23)s1 | -4 | 6.0
O=C1NC(=O)C(c2ccc(Cl)cc2Cl)N1 (stereo unspecified) | -3 | -0.4
O=C1CN(Cc2ccccc2)CC(=O)N1 | 1 | -0.7
C=CCN1CCOc2ccc(C)cc2S1(=O)=O | 10* | -0.9

Reformatted: four of the compounds above.
> O=C(Nc1ccccc1-c1nc2ccccc2[nH]1)c1ccc(S(=O)(=O)N2CCCCC2)cc1
  GRIN3A LBD mod: 7	MPTP block: 50*

> COC(=O)C1=C(C)NC2=C(C(=O)CC(c3cccs3)C2)C1c1ccsc1 (stereo unspecified)
  GRIN3A LBD mod: -1	MPTP block: 4.7

> N#CC1=C(N)N(c2ccc(F)cc2)C2=C(C1c1ccc(O)cc1)S(=O)(=O)CC2 (stereo unspecified)
  GRIN3A LBD mod: -2	MPTP block: 4.9

> Cc1cc(=O)n(C(C)Cc2ccccc2)n1C(C)Cc1ccccc1 (stereo unspecified)
  GRIN3A LBD mod: 1	MPTP block: -2.4

The list continues:
SMILES | GRIN3A LBD mod | MPTP block
CCOC(=O)Cc1csc(NC(=O)CSc2ncnc3c2cnn3-c2ccccc2Cl)n1 | -2 | -0.1
CN(c1ccccc1)S(=O)(=O)c1ccc(NC(=O)CC(=O)c2ccccc2)cc1 | 16* | 57*
CCCOc1ccc(C(=O)Nc2cc(S(=O)(=O)N3CCOCC3)ccc2N2CCN(CC)CC2)cc1OC | 0 | -0.6
O=C1OCC2=C1C(c1ccc(F)cc1)c1cc3c(cc1N2)OCO3 (stereo unspecified) | -2 | 0.2
NC(=O)C1(Nc2ccccc2Cl)CCCC1 | 2 | 0.6
O=C1CCSc2c1ccc1ccccc21 | -1 | 0.2
Cc1cccc(NS(=O)(=O)c2ccc3c(c2)Cc2cc(S(=O)(=O)Nc4cccc(C)c4C)ccc2-3)c1C | 13* | 3.3
CCC(=C(c1ccc(OC)cc1)c1ccc(OC)cc1)c1cn(CC(O)CN2CCN(C)CC2)c2ccccc12 (stereo unspecified) | -14 | -0.8
Cc1nc2ccccn2c1-c1csc(Nc2cccc(O)c2)n1 | 2 | 18
CC(C)C[C@@H](CNCC(=O)[C@H](Cc1ccccc1)NC(=O)c1[nH]cnc1C(=O)N[C@@H](C)CN)NC(=O)c1nc[nH]c1C(=O)N[C@@H](C)C(=O)O | 2 | -0.2
CC(=O)c1ccc(-n2nnnc2SCC(=O)N2CCc3ccccc3C2)cc1 | 1 | 0.2
Cc1cccc(N2CN=c3s/c(=C\c4ccncc4)c(=O)n3C2)c1 | 0 | 4.5
CCCOc1ccc(C(=O)C(CCC(CNCC)C(=O)c2ccc(OCCC)cc2)CNCC)cc1 (stereo unspecified) | -2 | 74*
CCn1cnc2cc(NC(=O)COc3ccc(C)cc3)ccc21 | -11 | -0.4
CC(C)N1CCN(c2ccc(OCC3COC(Cn4cncn4)(c4ccc(Cl)cc4Cl)O3)cc2)CC1 (stereo unspecified) | -2 | -0.1
O=C(OCn1ncc(Cl)c(Cl)c1=O)c1ccccc1Cl | 0 | -2.9
CCCCCCCCCCCn1nnnc1N | 1 | 1.3
CC(SC(C)C(=O)NN=Cc1cccc(F)c1)C(=O)NN=Cc1cccc(F)c1 (stereo unspecified) | -2 | -0.2
COc1ccc(S(=O)(=O)N(C)C[C@H]2Oc3c(NC(=O)Nc4ccccc4)cccc3C(=O)N([C@H](C)CO)C[C@@H]2C)cc1 | -10 | 1.2
O=C(O)CCCCC1CCSS1 (stereo unspecified) | -1 | -0.6
CN(CCCNC(=O)CN1C(=O)CC(C)(C)S(=O)(=O)c2ccccc21)C1CCCCC1 | -1 | -0.4
CCC1(O)C(=O)OCc2c1cc1n(c2=O)Cc2cc3c(N)cccc3nc2-1 (stereo unspecified) | -1 | -1.6
COc1ccc2ncccc2c1Cc1c(OC)ccc2ncccc12 | -12 | -0.8
Cc1ccc(C)c2[nH]c(=O)c(C(c3nnnn3C(C)(C)C)N3CC=C(c4ccc(F)cc4)CC3)cc12 (stereo unspecified) | -1 | 1.9
COc1ccc(S(=O)(=O)N(C)CC(=O)NCCCN2CCOCC2)cc1C | 1 | -0.5
O=C(O)c1cc(N2C(=O)C=CC2=O)cc(N2C(=O)C=CC2=O)c1 | 2 | 0.6

An excerpt; rates above refer to the full screens.
